Bioassay records deposited in PubChem BioAssay by Sanford-Burnham Center for Chemical Genomics.
mIAP inh – blocks mouse intestinal alkaline phosphatase | hit rate 0.2% among 330,000 | inhibition, % at 10 µM | AID 2806 | purified mouse IAP, CDP-Star luminescence, 30 min;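 active = inhibition of at least 40% at 10 µM in the primary screen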;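 also: plate controls were DMSO with enzyme for no effect and no enzyme wells for full effect; values of inactives mirror those of a sister screen read the other way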
APOBEC3G inh – inhibitors of human APOBEC3G DNA deaminase; Q9HC16; recombinant A3G, ssDNA deamination FAM/TAMRA fluorescence; inhibition, % at 20 µM; hit rate 0.28% among 330,000; AID 493012;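 active = inhibition of at least 40% at 20 µM, with no more than 30% in the related APOBEC3A deaminase screen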;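 also: plate controls were DMSO wells with A3G for no effect and wells lacking A3G enzyme for full effect; some compounds called inactive have numbers as strong as hits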
Target sequence (Q9HC16 whole entry, looked up): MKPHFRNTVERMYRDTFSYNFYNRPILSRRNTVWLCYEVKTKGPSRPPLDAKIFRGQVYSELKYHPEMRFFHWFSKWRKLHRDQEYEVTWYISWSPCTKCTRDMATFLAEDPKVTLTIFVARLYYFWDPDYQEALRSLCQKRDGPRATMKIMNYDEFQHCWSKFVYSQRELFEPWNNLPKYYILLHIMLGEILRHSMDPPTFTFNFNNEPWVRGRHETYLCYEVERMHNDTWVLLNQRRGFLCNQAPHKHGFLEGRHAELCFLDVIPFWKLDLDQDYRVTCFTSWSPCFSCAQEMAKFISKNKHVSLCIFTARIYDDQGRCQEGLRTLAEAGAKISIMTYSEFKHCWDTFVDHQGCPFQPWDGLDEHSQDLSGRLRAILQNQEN
hIAP activ – increases human intestinal alkaline phosphatase activity; P09923; purified human IAP, CDP-Star luminescence, 30 min; stronger effect = higher value; 1 = vehicle-only enzyme, 0 = enzyme-free background; activation factor at 10 µM; hit rate 0.16% among 330,000; AID 2524;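 active = activation factor of the enzyme at least 2-fold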; also: the source names both 10 and 20 µM as test concentration; values of inactives mirror those of a sister screen read the other way
APOBEC3A inh – inhibitors of human APOBEC3A DNA deaminase | hit rate 0.41% among 330,000 | inhibition, % at 20 µM | recombinant A3A, FAM/TAMRA ssDNA deamination fluorescence;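 active = at least 40% inhibition at 20 µM here, with at most 30% in a related deaminase screen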;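 also: plate controls were A3A with DMSO for no effect and wells lacking A3A enzyme for full effect; some results filed as inactive read as strong as hits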
Target sequence (P31941 whole entry, looked up): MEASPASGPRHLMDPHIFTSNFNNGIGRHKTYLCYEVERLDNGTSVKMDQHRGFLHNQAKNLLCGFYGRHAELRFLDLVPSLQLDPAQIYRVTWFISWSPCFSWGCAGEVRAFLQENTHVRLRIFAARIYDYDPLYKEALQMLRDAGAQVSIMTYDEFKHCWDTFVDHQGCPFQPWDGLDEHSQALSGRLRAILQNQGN
mIAP act – mouse IAP activation; muIAP, CDP-Star luminescence, 30 min; stronger effect = higher value; 1 = vehicle-only enzyme signal, 0 = enzyme-free wells; activation factor at 10 µM; hit rate 0.24% among 330,000;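 active = activation factor of at least 2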; also: the source names both 10 and 20 µM as test concentration; values of inactives mirror those of a sister screen read the other way
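also added = chemiluminescent substrate CDP-Star | test system = mouse IAP enzyme | signal = chemiluminescence readout | compound = DMSO-dissolved test compounds | incubation = 30 min at room temperature | benchmarks = DMSO wells, no-enzyme wells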
hIAP block – human IAP inhibition | purified IAP, CDP-Star luminescence, 30 min | inhibition, % at 10 µM | hit rate 0.12% among 330,000 | AID 2544;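 active = inhibition reaching a set limit with compound at 10 µM in the primary screen, cut at about 35% in these data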;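 also: plate controls were DMSO wells with enzyme for no effect and no-enzyme buffer wells for full effect; values of inactives mirror those of a sister screen read the other way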
MPTP block – blocks calcium-induced mitochondrial swelling; isolated mouse mitochondria, Ca2+ swelling absorbance, 30 min; inhibition, % at 10 µM; hit rate 1.4% among 360,000; AID 602449;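 active = inhibition of 50% or more, scaled per plate between neutral and stimulator controls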;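 also: 0% = DMSO wells given calcium and 100% = 1 mM EGTA wells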
beta cell repl – MIN6 beta-cell proliferation induction. proliferation, % at 10 µM. hit rate 0.29% among 330,000. MIN6 cells proliferation, ATPlite luminescence, 48 h; cells starved in 0.2% serum; 100% = growth in 10% serum;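 active = compounds whose signal lies at least 3.5 SD above the mean of all wells on their plate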;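 also: 0% = DMSO-treated cells in low-serum medium and 100% = 10% serum control; some compounds called inactive have numbers as strong as hits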
ATG4B inhibitor – ATG4B (human) cysteine protease inhibition | Q9Y4P1 | ATG4B cleavage of LC3-PLA2, NBD-HPC fluorescence, 1 h | inhibition, % at 8.33 µM | hit rate 0.51% among 340,000 | AID 504462; in the data active = inhibition above about 40%
Target sequence (Q9Y4P1 whole entry, looked up): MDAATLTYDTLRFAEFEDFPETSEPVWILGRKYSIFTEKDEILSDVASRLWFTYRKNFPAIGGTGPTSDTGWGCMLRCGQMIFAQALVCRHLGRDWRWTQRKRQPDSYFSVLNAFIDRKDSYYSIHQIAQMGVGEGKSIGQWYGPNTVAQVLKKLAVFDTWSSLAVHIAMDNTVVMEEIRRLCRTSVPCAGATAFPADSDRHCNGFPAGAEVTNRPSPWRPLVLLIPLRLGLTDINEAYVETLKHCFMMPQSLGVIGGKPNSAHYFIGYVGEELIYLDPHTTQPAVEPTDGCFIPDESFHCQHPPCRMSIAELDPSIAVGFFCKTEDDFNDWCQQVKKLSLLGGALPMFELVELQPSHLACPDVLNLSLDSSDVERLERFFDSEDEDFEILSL
Numbers without * were called inactive.

SMILES	mIAP inh	APOBEC3G inh	hIAP activ	APOBEC3A inh	mIAP act	hIAP block	MPTP block	beta cell repl	ATG4B inhibitor
Cc1cc(C)nc(NS(=O)(=O)c2ccc(NS(=O)(=O)c3ccc(C#N)cc3)cc2)n1	1	3	1	1	0.99	0	1.3	-4	4
COc1c(Cl)ccc(Cl)c1C(=O)OCC(=O)O	-2	-5	0.91	-5	1	9	-0.7	-3	7
O=C(O)c1cccc(N/N=C/c2cccs2)c1	30	-5	0.89	-2	0.7	11	-2.3	0	11
O=C(COC(=O)COc1ccc(Cl)cc1Br)NCCC1=CCCCC1	1	1	0.92	2	0.99	8	-1.6	1	10
Cc1ccc(C2=[N+]([O-])C3(CCCCC/C3=N\NC(N)=O)N(O)C2(C)C)o1 (stereo not drawn)	2	-5	0.96	-17	0.98	4	1.5	-3	-7
CN(Cc1ccccc1Cl)C(=O)C1CCC(=O)N(CCc2cccc(F)c2)C1 (stereo not drawn)	-1	-3	1	-3	1	-4	-0.6	-1	-1
COc1cccc(C(=O)OCC(=O)NC(C)CCc2ccccc2)c1O (stereo not drawn)	-5	-11	1.1	-6	1.1	-6	0.2	-2	-12
COP(=O)(OC)c1nc(-c2cccc3ccccc23)oc1NCc1ccccc1	-8	-2	0.83	-1	1.1	17	0.2	0	-2
CCCc1cc(=O)[nH]c(SCC(=O)Nc2nc(-c3ccccc3)cs2)n1	5	2	0.9	0	0.95	10	1.0	2	4
COc1ccc(S(=O)(=O)Nc2cc(C)on2)cc1	8	-4	0.85	-2	0.92	15	0.0	-2	-5
Cc1ncc(C[n+]2csc(CCOC(=O)CC3C4CC5CC(C4)CC3C5)c2C)c(N)n1 (stereo not drawn)	26	-6	1.2	-5	0.74	-19	-0.7	-6	-8
Cc1ccc(OCC(=O)N2CCN(C(=O)Cc3ccccc3)CC2)cc1	7	-6	0.97	-2	0.93	3	0.2	2	-11
Cc1cccc(OCCc2c(C)[nH]c(=S)[nH]c2=O)c1	6	-7	0.82	-5	0.94	18	-0.7	3	-4
Cc1ccc2c(c1)N(CC(=O)Nc1ncccc1C)C(=O)C(C(C)C)O2 (stereo not drawn)	-8	3	0.93	-2	1.1	7	-1.3	-2	-2
COc1cc(NC(=O)COC(=O)c2ccccc2F)cc(OC)c1	4	-8	0.98	-1	0.96	2	-4.1	-2	6
CCN(CC)CCN(C(=O)c1ccc(C(C)=O)cc1)c1nc2ccc(Cl)cc2s1	-10	-5	0.98	-1	1.1	2	-0.4	-2	-2
COc1ccc(-c2cc(C(=O)NCc3ccco3)c3ccccc3n2)cc1	21	-5	1.2	-2	0.79	-16	0.8	-2	-1
CC1CCN(S(=O)(=O)c2ccc(S(=O)(=O)NCc3cccnc3)cc2)CC1	-2	-10	0.94	0	1	6	2.0	1	-5
Cc1ccc(/C=C2\SC(=S)N(CCC(=O)NNC(=O)c3ccc(O)cc3)C2=O)cc1	10	-6	1.9	-7	0.91	-89	43	-6	-3
CC(=O)Nc1ccc(NC(=O)C(C)OC(=O)C2CCCC2)cc1 (stereo not drawn)	-2	-13	1.1	3	1	-14	-1.2	0	2
Cc1cc(C)nc(SC2CC(=O)N(c3ccc(Br)cc3)C2=O)n1 (stereo not drawn)	6	-3	1	-3	0.94	-3	0.6	-1	3
O=C(CN1C(=O)/C(=C\c2ccc(F)cc2)Oc2ccccc21)NCc1ccco1	-3	-6	1	4	1	-2	2.5	0	0
Cc1ccccc1-n1c(SCC(=O)c2c(N)n(C)c(=O)n(C)c2=O)nc2sc3c(c2c1=O)CCCC3	13	-7	0.85	-3	0.87	15	0.1	-5	-4
CN(CC(=O)Nc1sc2c(c1C#N)CCCCC2)Cc1nc2ccccc2c(=O)[nH]1	0	-8	1.7	-1	1	-70	0.7	-2	-1
Cc1cccc(C2c3[nH]c4ccccc4c3CCN2Cc2ccc(C)s2)n1 (stereo not drawn)	4	-5	0.93	-1	0.96	7	1.8	0	4
CCN(CC(=O)Nc1cccc(OC)c1)C(=O)c1ccncc1	6	-6	1.1	0	0.94	-8	-2.3	-3	-1
CC(=O)NCc1ccc(S(=O)(=O)N2CCCN(C)CC2)cc1	0	1	0.95	1	1	5	-0.4	-1	2
C/C(=C\c1cc(C(=O)O)c(C)o1)CO	0	1	0.95	-1	1	5	-0.6	0	-7
Cc1ccc(NC(=O)C2CCN(C(=O)NC3CCCCC3)CC2)cc1	10	0	0.91	1	0.9	10	-1.1	-2	8
CCCCNC(=O)Cc1c(O)c2ccccc2[nH]c1=O	2	-4	1.2	-1	0.98	-24	2.2	-2	-10
CSc1nc(C)nc(C2CC2)c1C#N	-3	-1	0.89	0	1	11	4.6	-2	0
N#CCC(=O)N/N=C/c1ccc(SCC(=O)Nc2ccccc2)o1	18	-1	1.1	4	0.82	-15	1.0	-1	-8
CC1=CCC2C(=O)N(c3cccc(C(=O)N(C)C4CCCCC4)c3)C(=O)C2C1 (stereo not drawn)	-3	-6	0.81	-2	1	19	2.0	-1	2
O=C(/C=C/c1ccco1)NCc1ccco1	-8	39	0.85	45	1.1	15	3.5	-1	6
COc1ccc(S(=O)(=O)N2CCC3(CC2)OCCN3S(=O)(=O)c2ccc(OC)cc2)cc1	4	-7	1	3	0.96	-4	-0.6	0	-6
O=C(NCCCN1CCOCC1)c1ccc(CS(=O)(=O)Cc2ccc(Cl)cc2)o1	3	-7	1.1	1	0.97	-9	-0.5	-2	-2
Cc1cc(C)cc(NC(=S)Nc2ccc(Cl)c(Cl)c2)c1	-50	-5	0.94	-2	1.5	6	103*	-5	33
CC1(C)CC(=O)C2=C(C1)N(C1CCCCC1)C(=O)C2(O)C(F)(F)F (stereo not drawn)	8	-10	1.2	0	0.92	-23	0.6	1	2
CCOc1ccc(S(=O)(=O)N2CCCC(C(=O)NCc3ccncc3)C2)cc1 (stereo not drawn)	2	0	1	0	0.98	-4	-1.5	-5	-1
COc1ccc(S(=O)(=O)N2CCN(C(=O)Cc3ccsc3)CC2)cc1	-5	-4	0.97	9	1	3	-0.7	-3	4
Cc1ccccc1CNC(=O)c1ccccc1N	0	-3	0.64	2	0.99	36*	-3.3	8.4*	-4
CCOC(=O)c1cccc(NC(=O)c2cc(C)nn2-c2ccccc2)c1	-6	-9	1.1	13	1.1	-9	0.7	-1	-4
CS/C(=N\S(=O)(=O)c1cccs1)Nc1cccc(Cl)c1C	-2	-8	1	2	1	0	0.9	-2	5
CC(C)CC(OC(=O)c1cccs1)C(=O)NCC1CCCO1 (stereo not drawn)	2	1	1.1	4	0.98	-6	-0.2	1	-4
CC1CN(CCCCOc2ccc(C(C)C)cc2)CC(C)O1 (stereo not drawn)	-7	-4	0.96	-3	1.1	4	2.5	3	3
O=C(N/N=C/c1c[nH]c2ccccc12)c1sc2ccccc2c1Cl	9	-1	0.97	4	0.91	3	0.5	2	-39
Clc1ccc(-c2cc(-c3ccccn3)on2)c(Cl)c1	5	2	0.81	3	0.95	19	2.1	-4	-11
Cc1csc(N/N=C/c2ccc(O)c([N+](=O)[O-])c2)n1	32	15	0.88	4	0.68	12	3.5	-6	-4

Structures shown so far that contain a COOH group (three):
SMILES	mIAP inh	APOBEC3G inh	hIAP activ	APOBEC3A inh	mIAP act	hIAP block	MPTP block	beta cell repl	ATG4B inhibitor
COc1c(Cl)ccc(Cl)c1C(=O)OCC(=O)O	-2	-5	0.91	-5	1	9	-0.7	-3	7
O=C(O)c1cccc(N/N=C/c2cccs2)c1	30	-5	0.89	-2	0.7	11	-2.3	0	11
C/C(=C\c1cc(C(=O)O)c(C)o1)CO	0	1	0.95	-1	1	5	-0.6	0	-7

Other results:
SMILES	mIAP inh	APOBEC3G inh	hIAP activ	APOBEC3A inh	mIAP act	hIAP block	MPTP block	beta cell repl	ATG4B inhibitor
COc1ccc(NC(=O)C2CCCN(c3cc(C)nc4ncnn34)C2)cc1 (stereo not drawn)	-3	0	0.97	-3	1	3	-0.4	-1	-2
CC1=C(C(N)=O)C(c2cccnc2)n2nc(-c3cccc(Cl)c3)nc2N1 (stereo not drawn)	1	-4	0.85	-4	0.99	15	0.4	-3	-17
CCc1ccc(C2C(C#N)=C(N)N(N3CCOCC3)C3=C2C(=O)CC(C)(C)C3)s1 (stereo not drawn)	0	-2	1	0	1	0	-1.1	-3	-17
Cn1cc(Cl)c(C(=O)N2CCN(c3ncccn3)CC2)n1	-4	2	1.1	3	1	-12	0.9	-1	-5
COc1cc(C(=O)OCC(=O)NCCCc2ccccc2)ccc1OCC(C)C	-4	0	1	-3	1	-4	0.2	2	-7
CC1(C)C(C=C(Cl)Cl)C1C(=O)N/N=C/c1ccccc1F (stereo not drawn)	2	-2	1.2	-1	0.98	-24	0.2	-5	7
O=C(CSc1ccccc1[N+](=O)[O-])NC1CCS(=O)(=O)C1 (stereo not drawn)	8	-8	0.98	-5	0.92	2	-1.7	-3	-3
COc1ccc(CC(=O)c2ccccc2C(=O)O)cc1	-3	-4	0.89	-1	1	11	-2.1	-2	-10
O=C(COC(=O)Cc1ccc(Cl)cc1)Nc1ccc2[nH]c(=O)[nH]c2c1	2	1	0.97	18	0.98	2	0.5	7	-4
CN(c1ccccc1)S(=O)(=O)c1cccc(NC(=O)c2ccc(=O)[nH]c2)c1	2	-11	0.98	1	0.98	2	2.4	-1	-9
COc1ccc(S(=O)(=O)N2CCC(C(=O)NCCCN3CCOCC3)CC2)cc1	0	-3	1.1	4	1	-6	-3.7	-1	-10
CCn1c(O)c(C=Nc2ccccc2)sc1=O	-2	-8	0.92	-2	1	8	0.5	0	2
COc1ccc(-c2ncncc2-c2ccccc2)c(O)c1	-2	-8	0.97	0	1	3	-0.1	-1	-14
COc1ccccc1CSc1ncc(-c2ccc([N+](=O)[O-])cc2)[nH]1	9	-5	1.2	-4	0.91	-17	24	-2	8
COc1cccc(CNS(=O)(=O)c2ccc3c(c2)CC(C)N3C(=O)C2CCC2)c1 (stereo not drawn)	1	-7	0.95	-2	0.99	5	90*	-8	-10
FC(F)(F)c1cc(-c2ccc(Cl)cc2)nc2ncnn12	12	3	1.1	9	0.88	-7	-0.8	3	-8
CCOC(=O)CC(=O)CSc1nc(N)c(C#N)c(-c2ccc(Cl)cc2)c1C#N	15	-5	1.1	1	0.85	-5	0.1	-6	0
O=[N+]([O-])c1ccc(Oc2cnc3ccccc3n2)cc1	-5	1	1.1	1	1.1	-10	-1.2	3	-12
CCOC(=O)N1CCN(C(=O)COc2ccc(S(=O)(=O)NC(C)C)cc2)CC1	-5	-10	1.1	-1	1	-14	-1.2	-2	2
Cc1nc(C2CC(=O)OC23CCCCC3)cs1 (stereo not drawn)	-9	-5	1.1	-3	1.1	-7	-0.1	-1	-5
Cc1cccc(C(=O)NCC(=O)N(C)CC(=O)Nc2ccc(N3CCOCC3)cc2)c1	1	-9	1.1	4	0.99	-6	-2.9	-3	-5
CCOc1ccc(CCNC(=O)CN2C(=O)NC3(CCCC3)C2=O)cc1OCC	-1	-2	1.2	13	1	-24	-0.7	-3	-7
CCC(C)N(C)C1CCN(C(=S)Nc2ccc(OC)cc2)CC1 (stereo not drawn)	1	1	1	6	0.99	-2	-0.4	-3	2
CCN(CC)CCCNC(=O)c1cc(-c2ccccc2)c(N2CCCCC2)s1	-27	1	1.1	0	1.3	-15	-1.6	-5	-1
CC1CCC(C(C)C)C(OC(=O)COC(=O)c2cccn2C)C1 (stereo not drawn)	-1	10	0.94	1	1	6	0.7	-3	8
